Compound activity as filed in PubChem BioAssay.
CRE Fsk mod: Cell signaling CRE-BLA (Fsk stim) | 71,000 tested, 2.5% active | CHO CRE-bla reporter (cAMP response element driving beta-lactamase), forskolin EC10, beta-lactamase ratio | Potency, µM (titrated, usually from 38.2 µM), inactives show at the top dose activity change, negative = inhibition, most hits filed as activators; active = well fitted activation curve with a large enough effect in the signal ratio, with a control signal flat, not every such curve was filed as active; inconclusive = small, poorly fitted or top-dose-only effect, or effect the other way, or a change in a side signal; the % refers to the signal ratio; also: potency is read from the fitted curve at half-maximal effect; % of control where 0% means no effect
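CRE-bla CHO cells stimulated with EC10 NKH 477 (water-soluble forskolin) and compound titrations, 3 h at 37C; beta-lactamase read with CCF4 after 2 h at room temperature. Activity from 460/530 nm emission ratio, AC50 values for positive or negative modulation.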
BRCT inh red: qHTS Assay for Inhibitors of BRCT-Phosphoprotein Interaction (Red Fluorophore); Breast cancer type 1 susceptibility protein (Homo sapiens), P38398; BRCT-phosphopeptide binding, red fluorescence polarization; Potency, µM (doses to about 76.9 µM), without a hit: at the top dose activity change, negative = inhibition, most hits filed as inhibitors; 75,000 tested, 0.03% active; also: % is scaled to controls: 0 for no effect and ±100 for the full control effect
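Fluorescence polarization: 100 nM His-tagged BRCA1 BRCT with 100 nM TAMRA-labelled phospho-BACH1 decapeptide, phosphate buffer pH 7.3 with 150 mM NaCl, DTT, 0.01% Tween 20; 12 min RT. Binding inhibition seen as FP decrease.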
UbGFP stabilizer: Ubiquitin-GFP Assay; Ubiquitin-GFP reporter cells, proteasome inhibition, GFP fluorescence; response scale: untreated = 0%, 10 µM MG-132 = 100%; Potency, µM (highest dose often 45.9 µM), for inactives: at the highest dose activation (GFP accumulation), most hits filed as activators; 67,000 tested, under 10 active; active = well fitted activation curve with a large enough effect, not every such curve was filed as active; inconclusive = small, poorly fitted or top-dose-only effect, or another doubt; inactive = no such curve, though single readings can be large or run the other way; also: potency is read from the fitted curve at half-maximal effect
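Proteasome block read as GFP accumulation: ubiquitin(G76V)-GFP U2OS cells exposed to compound (2.9 nM–46 uM) for 4 hr at 37 C. Normalization used untreated cells as 0% and 10 uM MG-132 as 100%; concentration-response curves fitted.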
HBB splice mod: qHTS Assay for Modulators of Hemoglobin Beta Chain Splicing; HBB splicing reporter cell assay, activation; EGFP reporter with mutant IVS2-654 intron; response scale: normalised to 500 nM splice-correcting PNA; Potency, µM (top dose mostly 46.1 µM), for inactives: at the top dose activation, most hits filed as activators; 65,000 tested, 0.06% active; also: potency is read from the fitted curve at half-maximal effect; 0% is about no effect
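Compounds were applied for 2 days to HeLa EGFP-654 cells, 500/well in Optimem with 2% FCS. The reporter's EGFP is disrupted by mis-splicing of beta-globin intron IVS2-654. Readout: summed well GFP fluorescence from 488 nm laser scanning; reference was 500 nM antisense […] 654 PNA.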
4MU fluor: qHTS Assay for Spectroscopic Profiling in 4-MU Spectral Region; compound autofluorescence, 340/450 nm, 4-MU equivalents; active compounds read high; max dye-equivalent concentration, M; 59,000 tested, 11% active; in the data active = max dye-equivalent concentration above about 10 nM; inconclusive = mostly about 1.1 nM to 9.6 nM
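Intrinsic fluorescence at 340/450 nm (ex/em) was read after 15 min at room temperature in pH 8.0, 100 mM Tris. Each compound concentration expressed as 4-MU-equivalent concentration from a six-point 4-MU standard series on each plate.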
Hsp90 Hop PPI: qHTS Assay for Disrupters of an Hsp90 Co-Chaperone Interaction. Hsp90 C-terminal peptide / TPR2A (Hop) interaction, human. AlphaScreen TPR2A-His6 binding biotin-Hsp90 C-terminal peptide. Potency, µM (highest dose often 57 µM), inactives show at the top dose activity change, negative = inhibition. 71,000 tested, 0.44% active; active = well fitted curve in either direction with a large enough effect; inconclusive = small, poorly fitted or top-dose-only effect, or another doubt; also: potency is read from the fitted curve at half-maximal effect; % is scaled to controls: 0 for no effect and ±100 for the full control effect; many of its hits are not listed in these tables
BRCT PPI green: qHTS Assay for Inhibitors of BRCT-Phosphoprotein Interaction (Green Fluorophore); BRCA1 BRCT-phosphopeptide binding, green fluorescence polarization; Potency, µM (doses to about 76.9 µM), inactives show top-dose activity change, negative = inhibition, hits mostly inhibitors; 75,000 tested, 0.05% active;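 also: potency is read from the fitted curve at half-maximal effect; plate controls were peptide without protein for full effect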
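Compounds were incubated for 12 min at room temperature with a complex of 100 nM fluorescein-tagged pBACH1 decapeptide and 250 nM His-tagged BRCT protein. Buffer was phosphate pH 7.3 with EDTA, DTT and Tween 20. Disruption of binding lowers the polarization signal.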
A350 fluor: qHTS Assay for Spectroscopic Profiling in A350 Spectral Region; 59,000 tested, 11% active; Compound autofluorescence, 340/450 nm, Alexa 350 dye-equivalents; active compounds read high; max dye-equivalent concentration, M; AID 590, 2007; in the data active = max dye-equivalent concentration above about 10 nM; inconclusive = mostly about 1.1 nM to 9.6 nM
Epigenetic mod: qHTS Assay for Epigenetic Modulators | Potency, µM (highest dose often 46.1 µM), for the others: at the top dose GFP derepression (activation) | 68,000 tested, 0.09% active | AID 597, 2007 | mouse C127i GFP locus derepression, cytometry, 30 h; also: % of control where 0% means no effect
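Read-out is the number of GFP-positive cells, scored as fluorescent objects 20 to 120 um wide, reflecting derepression of a silenced CMV-GFP reporter in murine C127i cells after 30 h compound exposure at 37 C.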
ALOX15 inhib: qHTS Assay for Inhibitors of 15-hLO (15-human lipoxygenase); Polyunsaturated fatty acid lipoxygenase ALOX15 (Homo sapiens), P16050; purified 15hLO-1, xylenol orange hydroperoxide absorbance; Potency, µM (top dose mostly 57.1 µM), for the others: at the top dose activity change, negative = inhibition, actives largely listed as inhibitors; 74,000 tested, 1.4% active; also: potency is read from the fitted curve at half-maximal effect; % is scaled to controls: 0 for no effect and ±100 for the full control effect; nearly all actives have a fitted effect of over 55% in size
Target sequence (P16050 whole entry, looked up): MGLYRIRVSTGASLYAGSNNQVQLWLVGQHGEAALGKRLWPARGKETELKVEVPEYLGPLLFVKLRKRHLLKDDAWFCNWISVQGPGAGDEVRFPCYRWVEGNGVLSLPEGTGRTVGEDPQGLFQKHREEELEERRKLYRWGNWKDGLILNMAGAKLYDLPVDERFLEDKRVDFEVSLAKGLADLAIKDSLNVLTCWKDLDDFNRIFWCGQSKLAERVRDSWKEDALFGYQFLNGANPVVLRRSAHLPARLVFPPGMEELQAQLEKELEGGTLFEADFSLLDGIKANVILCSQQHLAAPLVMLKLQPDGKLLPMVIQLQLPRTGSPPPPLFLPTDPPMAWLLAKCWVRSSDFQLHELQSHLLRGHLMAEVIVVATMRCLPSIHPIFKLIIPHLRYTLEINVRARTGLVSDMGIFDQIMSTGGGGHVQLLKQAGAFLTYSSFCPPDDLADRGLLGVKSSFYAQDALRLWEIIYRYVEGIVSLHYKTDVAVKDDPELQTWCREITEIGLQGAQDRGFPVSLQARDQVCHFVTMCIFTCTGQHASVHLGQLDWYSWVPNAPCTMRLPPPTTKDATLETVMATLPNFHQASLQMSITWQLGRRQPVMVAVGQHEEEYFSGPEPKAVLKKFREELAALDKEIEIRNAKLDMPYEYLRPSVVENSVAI
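Hydroperoxide formed from arachidonic acid (50 uM) by purified human 15hLO-1 (40 nM) oxidizes ferrous iron, and the ferric-xylenol orange complex is read at 573 versus 405 nm. Compounds were preincubated 15 min; reaction ran 6 min at room temperature.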
DNA Pol III inh: qHTS Assay for Inhibitors of DNA Polymerase III Holoenzyme System | reconstituted DNA polymerase III holoenzyme replication, biochemical | Potency, µM (highest dose often 57.1 µM), for inactives: at the highest dose activity change, negative = inhibition | AID 603, 2007 | 71,000 tested, 0.25% active; also: potency is read from the fitted curve at half-maximal effect; % is scaled to controls: 0 for no effect and ±100 for the full control effect
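Reconstituted *E. coli* holoenzyme (0.35 nM Pol III, 1 nM beta, 154 nM SSB, 2 nM primase) was preincubated with compound for 15 min at RT. Synthesis on 1.4 nM ssM13Gori ran 35 min, then was stopped with PicoGreen/EDTA and read as dsDNA fluorescence.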
Starred values were filed as active, the others as inactive; i = inactive; ? = inconclusive; nt = not tested or not shown; [ ] = another dose, or the depositor's remark. Unless noted, calls follow the shape of the dose curve; as a rule, active = well fitted curve in the direction sought with a large enough effect; inconclusive = small, poorly fitted or top-dose-only effect, or another doubt; inactive = no such curve, though single readings can be large; an effect the other way counts as inactive or inconclusive.

compound,CRE Fsk mod,BRCT inh red,UbGFP stabilizer,HBB splice mod,4MU fluor,Hsp90 Hop PPI,BRCT PPI green,A350 fluor,Epigenetic mod,ALOX15 inhib,DNA Pol III inh
COc1ccc(C2C(=O)N(C3CCCCC3)CC(=O)N2Cc2ccc3c(c2)OCO3)cc1 (configuration not stated),?,1.4%,-12.9%,3.0%,i,-0.3%,-1.0%,i,1.6%,-6.0%,1.4%
Cc1[nH]c2ccccc2c1Cc1nnc(SCC(N)=O)o1,-0.3%,0.4%,-2.9%,0.2%,nt,0.8%,-2.6%,nt,2.3%,-12.7%,3.0%
CCCc1nnc(NC(=O)CCN2C(=O)c3ccccc3C2=O)s1,0.4%,0.1%,-1.1%,6.8%,i,-1.6%,-0.2%,i,0.0%,4.7%,-2.3%
CCCCNC(=O)CS(=O)Cc1nc(-c2cccc(Cl)c2)oc1C (configuration not stated),-3.0%,0.1%,13.5%,-0.4%,nt,-3.5%[2.3 µM],-0.9%,nt,nt,-9.0%,4.0%
O=c1[nH]c2cc3c(cc2cc1CN(Cc1nnnn1CC1CCCO1)C1CCCC1)OCO3 (configuration not stated),?,-1.4%,-1.1%,nt,4.25e-07M*,6.9%,-12.8%,3.68e-07M*,-3.4%,?,9.5%
COc1ccc(C2/C(=C(/O)c3ccc(F)cc3)C(=O)C(=O)N2CCCN(C)C)cc1 (configuration not stated),-2.6%,0.1%,-4.6%,-4.8%,nt,-0.1%,-2.0%,nt,5.0%,11.6%,-4.6%
COc1ccc(C(=O)Nc2cc(C)on2)cc1,?,0.2%,-11.2%[9.17 µM],-0.2%[0.0738 µM],nt,-4.8%[11 µM],-0.5%,nt,-2.3%,-0.4%[11.4 µM],6.9%[11.4 µM]
COc1ccc(S(=O)(=O)Cc2ccc(C(=O)N3CCN(c4ccc(Cl)cc4)CC3)o2)cc1,?,0.0%,-9.2%,-0.6%,nt,-10.4%,0.1%,nt,-3.4%,-16.2%,5.6%
COc1cccc(-c2nc(N(C)Cc3ccco3)c3ccccc3n2)c1,?,-0.8%,3.7%,0.2%,i,?,-0.6%,i,0.7%[9.22 µM],10µM*,-2.8%
CCOC(=O)c1cnn(-c2ccccc2)c1NC(=O)c1ccccc1,-9.0%,-0.5%,-4.2%,-1.0%[9.22 µM],nt,2.0%,3.9%,nt,-4.4%,-1.7%,4.9%
COCCCNc1ncnc2c1cnn2-c1ccc(C)cc1C,-1.9%,-1.2%,0.0%,3.0%,?,-1.3%,1.7%,?,0.0%,6.3%,-5.3%
CCOC(=O)c1[nH]c(C)c(C(=O)NCc2ccc(OC)cc2)c1C,19.4%,1.2%,9.6%,-0.3%,nt,-3.5%,-1.0%,nt,-4.4%,-2.8%,-1.2%
Fc1cccc(Cl)c1-c1nnc2ccc(N3CCOCC3)nn12,12.6µM*,-0.3%,2.8%,2.5%,i,-2.3%,0.4%,i,2.6%,-11.4%,-1.4%
Oc1ccc(Cl)cc1-c1cc(-c2ccccc2)n[nH]1,7.2%,0.2%,-5.7%,-0.6%,nt,-1.2%[2.3 µM],-2.5%,nt,nt,?,0.1%
CCOc1cc(NC(=O)C2CCCCC2)c(OCC)cc1NC(=O)c1ccco1,?,-0.5%,7.7%,0.0%[57.5 µM],?,-0.8%,-0.8%,?,0.0%,-13.2%,1.8%
O=C(COC(=O)COc1ccc(Nc2ccccc2)cc1)NCc1ccco1,-6.6%,-1.6%,-3.8%,0.2%[57.5 µM],i,-16.4%,-2.9%,i,-0.5%,?,0.5%
COc1cccc(-c2cncnc2NCc2cccs2)c1,-3.7%,0.8%,3.3%,0.0%,i,0.5%,-2.1%,i,-2.9%[9.22 µM],?,-10.5%
CN1C(=O)c2oc3ccc(Br)cc3c(=O)c2C1c1ccncc1 (configuration not stated),-0.4%,-1.6%,-2.0%,-1.4%,i,-0.9%,-0.8%,i,2.9%,2.2%,-3.7%
COc1ccccc1C(=O)Nc1ccc2c(c1)OCCO2,-2.7%,0.3%,1.8%,nt,i,-0.9%,-2.4%,i,-0.1%,-13.6%,-3.2%
COc1cccc(-c2cc(C(=O)Nc3cc(C)on3)no2)c1,-10.7%,-0.4%,-7.1%,-0.8%,i,-4.7%,-1.3%,i,0.0%,-12.7%,-22.6%
Cc1c(C2Nc3ccccc3NC3=C2C(=O)CC(C)(C)C3)cnn1C (configuration not stated),-12.8%,2.1%,-0.2%,-0.2%,i,1.8%,-0.1%,?,3.7%[20.6 µM],-10.9%,-0.9%
CC1=C(C(=O)N2CCOCC2)C(c2ccccc2F)C2=C(CCCC2=O)N1 (configuration not stated),-0.1%,-0.6%,0.9%,3.9%,8.58e-07M*,-5.4%,1.2%,1.01e-06M*,0.0%,7.7%,-3.5%
Cc1ccc(NC(=O)CSC2=C(C#N)C(c3ccco3)C3=C(CC(C)(C)CC3=O)N2)cc1 (configuration not stated),?,-0.4%,3.1%,0.6%,1.04e-08M*,-8.9%,-0.1%,?,8.0%,-27.9%,-5.6%
Cc1cc(NC(=O)C2CCCN(S(=O)(=O)c3c(C)noc3C)C2)no1 (configuration not stated),-1.9%,1.0%,5.7%,-1.0%,nt,-3.4%[2.3 µM],-5.9%,nt,nt,7.9%,6.6%
CCCCC(NS(=O)(=O)c1ccc(OC)cc1)C(=O)O (configuration not stated),-3.9%,-1.6%,0.2%,-4.7%,nt,0.1%,-2.4%,nt,4.4%,4.8%,-4.4%
Cc1ccc(-c2nc(Nc3ccccc3)n[nH]2)cc1,-6.2%,0.4%,-1.7%,-0.1%,i,-4.9%,0.0%,i,1.6%,-1.4%,-3.1%
CCOC(=O)c1sc(NC(=O)CSc2nnnn2-c2ccc(C)cc2)c(C(=O)OCC)c1C,8.3%,-0.3%,-4.0%,-5.3%,i,1.6%,5.8%,i,0.0%,2.9%,-3.4%
COCCNC(=O)C1CC(=O)N(C2CCCC2)C1 (configuration not stated),-14.2%,1.4%,-13.2%,0.1%,i,-2.0%,0.0%,i,-2.9%,-1.5%,-5.6%
O=C(O)c1ccc2c(c1)N(Cc1ccccc1)C(=O)c1ccccc1S2=O (configuration not stated),-3.2%,1.8%,1.5%,0.5%,nt,-2.2%,0.8%,nt,nt,-0.1%,-0.1%
COC(=O)CC#N,-26.4%,0.4%,nt,-0.1%,nt,-2.6%,-1.3%,nt,nt,4.6%,-3.5%
Cc1oc(-c2cc(Cl)ccc2Cl)cc1-c1nn2c(C)nnc2s1,?,-1.6%,3.5%,-1.8%,i,-14.0%,-1.8%,i,-1.0%,-1.0%,7.0%
O=C(Cn1ncc2c(=O)oc3ccccc3c21)NCC1CCCO1 (configuration not stated),3.2%,-0.9%,14.3%,0.9%,nt,-1.8%[2.3 µM],-0.7%,nt,nt,7.7%,-3.6%
C=CCn1c(NCc2ccc3c(c2)OCO3)nc2ccccc21,-1.5%,-2.9%,8.6%,nt,i,-14.9%,-1.6%,i,0.0%,1.4%,-3.8%
Cc1nc(CC(=O)N2CCN(c3cccc(C)c3C)CC2)cs1,-23.7%,1.6%,-3.2%,-0.9%,i,-2.5%,-3.5%,i,-1.2%,-1.5%,-1.9%
O=c1c(-c2cc(F)cc(F)c2)nc2cnc(N3CCOCC3)nc2n1Cc1ccc(F)cc1,?,1.6%,0.0%,-0.4%,?,-5.5%,-1.1%,?,0.0%[9.22 µM],9.3%,-7.7%
CN(C)c1nc(N)nc(N(c2ccccc2)c2ccccc2)n1,17.6%,1.7%,5.9%,-0.8%,nt,-2.7%,-1.7%,nt,nt,-2.4%,-2.2%
